Assay outcomes (PubChem BioAssay)
Pin1 inhibitor = inhibitors of human Pin1 | AID 504891 | Potency, µM (highest dose often 115 µM), for inactives: top-dose activity, negative = inhibition, hits mostly inhibitors | Pin1 FP peptide displacement, HiFluor488, 10 min | Q13526 | 0.009% of 390,000 active; active = well fitted inhibition curve with a large enough effect in the polarisation, with a control signal flat, not every such curve was filed as active; inconclusive = small, poorly fitted or top-dose-only effect, or effect the other way, or a change in a side signal; inactive = no such curve, though single readings can be large or run the other way; the % refers to the polarisation; note: % is set by controls: 0 for no effect and ±100 for the full control effect
PGK inhibitor = blocks T. brucei phosphoglycerate kinase. P07378. PGK/GAPDH coupled, Kinase-Glo luminescence, 60 min. Potency, µM (highest dose often 57.5 µM), without a hit: top-dose activity change, negative = inhibition, actives largely listed as inhibitors. 0.043% of 380,000 active; note: % is set by controls: 0 for no effect and ±100 for the full control effect; nearly all actives have a fitted effect of over 60% in size
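Recombinant glycosomal PGK reaction used 1,3-bisphosphoglycerate generated in-well by GAPDH (100nM final) in 100mM TEA pH 7.6, 5mM MgCl2, 0.01% Tween-20. After 60 minutes at room temperature, ATP was read by Kinase-Glo Plus luminescence end-point.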
HP1b chromo inh = inhibitors of HP1-beta chromodomain binding to methylated histone tails; AlphaScreen HP1-beta / biotin-H3K9me3 peptide binding; 0.56% of 390,000 active; AID 540317; P83916; Potency, µM (doses to about 114 µM), for inactives: at the highest dose activity change, negative = inhibition, actives largely listed as inhibitors; note: nearly all actives have a fitted effect of over 70% in size; inactives centre near 23
Target sequence (P83916 whole entry, looked up): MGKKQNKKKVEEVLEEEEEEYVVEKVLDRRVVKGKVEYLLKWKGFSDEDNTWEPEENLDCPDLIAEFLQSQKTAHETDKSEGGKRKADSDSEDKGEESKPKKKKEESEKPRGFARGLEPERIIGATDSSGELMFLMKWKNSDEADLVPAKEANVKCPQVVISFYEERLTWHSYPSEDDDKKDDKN
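HP1-beta protein (50 nM final) preincubated 30 min at room temperature with biotinylated H3(1-18)K9me3 peptide (50 nM) in PBS pH 7.4, 0.01% Tween-20, then compound added for 30 min. AlphaScreen streptavidin donor/nickel chelate acceptor beads (10 ug/mL final), 30 min dark, luminescence read.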
TrxR1 inh = inhibitors of rat thioredoxin reductase 1. O89049. recombinant rTrxR1, NADPH fluorescence consumption, selenite substrate. AID 588453. 1% of 390,000 active. Potency, µM (top dose mostly 114 µM), without a hit: at the top dose activity change, negative = inhibition, actives largely listed as inhibitors; note: % is set by controls: 0 for no effect and ±100 for the full control effect; nearly all actives have a fitted effect of over 65% in size
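Rat TrxR1 (90 nM in the dispensed reagent) was pre-reduced with 400 uM NADPH for 5 min at room temperature, then incubated with compound for 15 min. After 400 uM selenite was added, NADPH fluorescence (Ex 340/Em 450 nm) was followed for 8 min.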
12-LOX inh = inhibitors of human 12S-lipoxygenase ALOX12 | P18054 | purified 12hLO, xylenol orange hydroperoxide absorbance | Potency, µM (titrated, usually from 108 µM), for the others: at the top dose activity change, negative = inhibition, hits mostly inhibitors | 1.1% of 580,000 active | AID 1671190; note: % is set by controls: 0 for no effect and ±100 for the full control effect
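Purified human 12hLO (150 nM final) in 25 mM Hepes, 0.01% Triton X-100, pH 7.0 was preincubated 15 min at room temperature with compound. Then 40 uM arachidonic acid was added, 30 min. Hydroperoxide was read by Fe-XO absorbance ratio 573/405 nm.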
JMJD2A Tudor inh = inhibitors of human JMJD2A Tudor domain; AlphaScreen JMJD2A-Tudor / H3K4me3 peptide binding; Potency, µM (titrated, usually from 114 µM), for the others: top-dose activity change, negative = inhibition, most hits filed as inhibitors; 4.4% of 390,000 active; AID 504339; note: % is set by controls: 0 for no effect and ±100 for the full control effect; nearly all actives have a fitted effect of over 50% in size
ERG-DNA inh = ERG Ets/DNA interaction inhibition | P11308 | fluorescence polarization, His-ERG Ets domain / labelled DNA | Potency, µM (highest dose often 76.9 µM), for inactives: at the highest dose FP activity, negative = inhibition, hits mostly inhibitors | 0.028% of 370,000 active; active = well fitted inhibition curve with a large enough effect in the polarisation, with a control signal flat; inconclusive = small, poorly fitted or top-dose-only effect, or effect the other way, or a change in a side signal; inactive = no such curve, though single readings can be large or run the other way; the % refers to the polarisation;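 note: polarization taken with two DNA probes labelled with fluorescein and Texas red; % of control where 0% means no effect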
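His-tagged ERG Ets domain (1 uM in the protein solution; 300mM KCl, 50mM Tris-HCl, 1mM EDTA, 1mM DTT, pH 7.5) received compound, then a probe mix of 5 nM fluorescein-DNA and 100nM Texas-615-DNA. Fluorescence polarization was read for both dyes.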
RGS4 inhibitor = inhibitors of human regulator of G protein signaling 4 | Transcreener GDP fluorescence polarization, RGS4-accelerated GTP hydrolysis | P49798 | AID 504845 | 0.039% of 390,000 active | Potency, µM (top dose mostly 114 µM), inactives show at the top dose activity change, negative = inhibition, actives largely listed as inhibitors; note: % is set by controls: 0 for no effect and ±100 for the full control effect; nearly all actives have a fitted effect of over 75% in size; some results filed as inactive show a strong effect at the top dose
Target sequence (P49798 whole entry, looked up): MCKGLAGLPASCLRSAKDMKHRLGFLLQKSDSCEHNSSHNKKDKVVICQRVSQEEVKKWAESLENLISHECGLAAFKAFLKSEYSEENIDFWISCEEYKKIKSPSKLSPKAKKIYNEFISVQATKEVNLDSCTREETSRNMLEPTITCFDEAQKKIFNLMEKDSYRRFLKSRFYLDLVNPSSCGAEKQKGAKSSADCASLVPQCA
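MLSMR compounds (23 nl, pin-transferred) preincubated 10 min at room temperature with a 500nM (2x) first reagent, then RGS4 at 900nM (2x) plus Transcreener GDP mix added; fluorescence polarization (620/688 nm) read before and after 90 min at 30 °C.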
GLS inh = glutaminase GLS (human) inhibition; Potency, µM (series often up to 45.5 µM), without a hit: at the top dose activity change, negative = inhibition, usual class: inhibitors; 0.21% of 410,000 active; GLS enzymatic activity, qHTS titration; note: % is set by controls: 0 for no effect and ±100 for the full control effect
Target sequence (O94925 whole entry, looked up): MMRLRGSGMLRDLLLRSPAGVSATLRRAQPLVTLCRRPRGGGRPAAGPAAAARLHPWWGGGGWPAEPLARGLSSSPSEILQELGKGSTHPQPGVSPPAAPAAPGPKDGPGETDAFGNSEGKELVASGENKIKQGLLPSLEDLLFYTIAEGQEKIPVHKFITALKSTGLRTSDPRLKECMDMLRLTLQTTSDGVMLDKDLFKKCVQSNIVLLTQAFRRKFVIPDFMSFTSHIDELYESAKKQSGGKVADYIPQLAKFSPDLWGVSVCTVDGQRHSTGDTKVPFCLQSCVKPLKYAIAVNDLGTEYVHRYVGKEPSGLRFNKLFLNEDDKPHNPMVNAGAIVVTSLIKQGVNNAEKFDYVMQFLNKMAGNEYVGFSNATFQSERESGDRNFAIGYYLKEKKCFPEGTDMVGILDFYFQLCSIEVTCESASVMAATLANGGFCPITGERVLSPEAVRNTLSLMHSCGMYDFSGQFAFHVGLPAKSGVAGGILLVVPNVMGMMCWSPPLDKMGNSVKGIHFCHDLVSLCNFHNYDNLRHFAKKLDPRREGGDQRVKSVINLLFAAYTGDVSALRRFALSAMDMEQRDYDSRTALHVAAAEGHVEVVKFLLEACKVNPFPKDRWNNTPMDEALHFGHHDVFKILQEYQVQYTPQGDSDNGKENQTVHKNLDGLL
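Read-out is an Amplex red fluorescence increase coupled through glutamate oxidase and HRP, measured before and after 30 min room-temperature incubation. hKGA is in 45 mM KH2PO4 (pH 8.2) with 0.02% Tween-20; glutamine added as 1mM solution.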
Numbers without * were called inactive; i = inactive; ? = inconclusive; / = not tested or not shown; [ ] = another dose, or the depositor's remark. Unless noted, calls come from the whole dose curve; as a rule, active = well fitted curve in the direction sought with a large enough effect; inconclusive = small, poorly fitted or top-dose-only effect, or another doubt; inactive = no such curve, though single readings can be large; an effect the other way counts as inactive or inconclusive. Potency is the fitted concentration of half-maximal effect. Some of the compounds tested; rates above refer to the full screens.

SMILES	Pin1 inhibitor	PGK inhibitor	HP1b chromo inh	TrxR1 inh	12-LOX inh	JMJD2A Tudor inh	ERG-DNA inh	RGS4 inhibitor	GLS inh
COc1cc2c(cc1OC)-c1nnnn1C(C)(C)C2	-3%	-2%	39%[activator]	15%	16%	-3%	-15%	2%	0%
Cc1sc2nc(C)n(/N=C/c3ccc(O)cc3)c(=O)c2c1C	4%	0%	25%	4%	0%	-5%	-1%	-12%	/
COc1ccc2cc(C(C)C(=O)N3CCC(C)CC3)ccc2c1 (centres undefined)	-6%	-8%	-7%	24%	-9%	-10%	7%	-18%	7%
CC1CC(C)CN(CC(=O)N2CCCc3c2c(=O)oc2ccc(OCc4ccccc4)cc32)C1 (centres undefined)	14%	5%	5%	10%[57.1 µM]	12%	-11%	-10%	-18%	-9%
COc1ccc(CC(=O)N2CCN(c3ccccc3F)CC2)cc1OC	-16%	-9%	33%[activator]	16%	-14%	0%	-4%	-15%	-6%
CCNC(=O)COc1ccc(-c2ccccc2)cc1	-7%	i	70%[activator]	12%[57.1 µM]	-7%	4%[57.1 µM]	-3%	7%[11.4 µM]	0%
COc1ccc(-c2[nH]c(-c3ccc(F)cc3)nc2SCC(=O)NCc2ccco2)cc1OC	6%	2%	31%	4%[57.1 µM]	2%[57.4 µM]	-23%	0%	-7%	4%
COc1ccccc1NC(=O)Nc1ccc2c(c1)nnn2C	4%	-2%	20%	10%	0%	-5%	-8%	22%	3%
CC1CCCCC12NC(=O)N(CC(=O)NCc1ccccc1Cl)C2=O (centres undefined)	7%	-9%	35%	19%[57.1 µM]	?	-2%	10%	-5%	-10%
Cc1ccc(NC(=O)Cc2ccc3c(c2)CCCC3)cc1C	0%	-7%	-11%	2%	-17%	1%	/	-6%	1%

The closing four compounds of the part above are carried over, then new ones follow.
SMILES	Pin1 inhibitor	PGK inhibitor	HP1b chromo inh	TrxR1 inh	12-LOX inh	JMJD2A Tudor inh	ERG-DNA inh	RGS4 inhibitor	GLS inh
COc1ccc(-c2[nH]c(-c3ccc(F)cc3)nc2SCC(=O)NCc2ccco2)cc1OC	6%	2%	31%	4%[57.1 µM]	2%[57.4 µM]	-23%	0%	-7%	4%
COc1ccccc1NC(=O)Nc1ccc2c(c1)nnn2C	4%	-2%	20%	10%	0%	-5%	-8%	22%	3%
CC1CCCCC12NC(=O)N(CC(=O)NCc1ccccc1Cl)C2=O (centres undefined)	7%	-9%	35%	19%[57.1 µM]	?	-2%	10%	-5%	-10%
Cc1ccc(NC(=O)Cc2ccc3c(c2)CCCC3)cc1C	0%	-7%	-11%	2%	-17%	1%	/	-6%	1%
Cc1ccc(/C=C(/NC(=O)c2ccccc2)C(=O)NCCc2c[nH]c3ccccc23)o1	-3%	-9%	-14%	-10%[57.1 µM]	2%	-34%	11%	-1%	2%
CCOC(=O)Nc1ccc2c(c1)N(C(=O)CCN1CCN3CCCC3C1)c1ccccc1CC2 (centres undefined)	-3%	3%	24%	5%[57.1 µM]	?	-18%	-17%	-16%	23%
O=C(/C=C/c1ccccc1Cl)NCc1ccccc1	0%	0%	5%	43%[activator]	1%	-1%	2%	16%	6%
Cc1nnc(SCC(=O)Nc2ccccc2)n1CCc1ccccc1	-4%	/	15%	27%	-6%	-8%	/	11%	6%
CCCOc1ccc(NC(=O)CC2C(=O)N(CC)C(=S)N2CCCN2CCN(Cc3ccccc3)CC2)cc1 (centres undefined)	-3%	0%	16%	-1%	?	?	-8%	-17%	-5%
COc1ccccc1-c1cc(C2CC2)nc(N)c1C#N	7%	5%	29%	3%	6%	-7%	-6%	31%	-1%
CC(=O)Nc1nc(C(=O)O)cs1	-16%	2%	?	-8%[57.1 µM]	?	4µM*	2%	6%	2%
O=C(CS(=O)(=O)Cc1ccccc1)Nc1ccc2c(c1)OCO2	0%	-1%	19%	-8%	0%	-15%	5%	26%	-1%
Nc1cc(Cl)cc2c1-c1ccc(Cl)cc1C2O (centres undefined)	0%	13%	12%	9%	?	-18%	13%	5%	-2%
CC1CCC2C(=O)N(c3cccc(C(=O)Nc4ccc(F)cc4)c3)C(=O)C2C1 (centres undefined)	-1%	0%	12%	-11%	-1%	-7%	11%	-1%	16%
CC(O)[C@H](NC(=O)C1(c2ccccc2)CCN(C(=O)OC(C)(C)C)CC1)C(=O)O (some centres undefined)	-3%	-8%	9%	14%[57.1 µM]	?	-9%[57.1 µM]	-11%	-13%[11.4 µM]	-6%
COc1cc(S(=O)(=O)N2CCOCC2)cc(C(=O)OCC(=O)NC2CCCCC2)c1OC	2%	-7%	29%	-4%	-12%	-15%	4%	-6%	1%
Cn1c(=O)c2c(nc(CN3CCN(c4ccccc4)CC3)n2Cc2ccccc2Cl)n(C)c1=O	8%	-3%	28%	18%	-21%	-11%	14%	-7%	16%
O=C(N/N=C/c1ccc(OC(=O)c2cccs2)cc1)c1ccc(F)cc1	2%	i	14%	-5%	0%	-12%	11%	?	3%
c1ccc(-n2nnc3c(N4CCOCC4)ncnc32)cc1	-2%	-5%	-14%	10%	-28%	-7%	-2%	?	3%
O=C(O)C1Nc2ccc(Br)cc2C2C=CCC12 (centres undefined)	/	32µM*	18µM*	20µM*	/	20µM*	13%	?	7.9µM*
Cc1ccn(CCC(=O)N2CCCC(CCC(=O)N3CCN(c4ccccn4)CC3)C2)n1 (centres undefined)	5%	0%	41%[activator]	25%[57.1 µM]	-1%	0%	0%	-39%	-11%
O=C(CCS(=O)(=O)c1ccc(Br)cc1)NCCC1=CCCCC1	-1%	?	38%	22%	-17%	23%	7%	6%	-5%
Nc1ccc(C(=O)Nc2ccc(OC(F)(F)C(F)F)c(NC(=O)c3ccc(N)cc3)c2)cc1	-6%	-8%	9%	-5%	-4%	-26%	-2%	-13%	-1%
Fc1ccc(/C=N/Nc2nn[nH]n2)cc1	?	2%	50%[activator]	1%[57.1 µM]	0%	-18%	-1%	10%	-1%
c1ccc(-c2nnsc2-c2ncc[nH]2)cc1	-10%	i	8%	29%[57.1 µM]	0%	-17%	3%	6%	-5%
COC(=O)CSc1nnc(-c2cccnc2)n1-c1cc(OC)cc(OC)c1	-2%	/	26%	16%	21%	-13%	/	-12%	2%
Cn1nnnc1SCC(=O)Nc1cc(C(F)(F)F)ccc1N1CCOCC1	-3%	i	30%	19%	?	-12%	-3%	-8%	-1%
Cc1ccc(OCC(=O)Nc2ccc(CN3CCOCC3)cc2)cc1	4%	8%	29%	-5%	-5%	-11%	-2%	23%	2%
Cc1cc(C)c2nc(N3CCC(C(=O)N4CCCC4)CC3)sc2c1	-4%	-4%	14%	-2%	0%[57.4 µM]	-26%	/	7%	-4%
CCCOc1ccc(C(=O)NCCC(=O)NCCCC(=O)OCC)cc1	3%	-7%	9%	22%	-7%	-12%	/	14%	0%
CCCCN1C(=S)NC[C@@H]1c1ccccc1	0%	2%	26%	10%[57.1 µM]	-22%	-17%	-1%	13%	5%
CC/C(=N\Nc1nncc2ccccc12)c1ccc(F)cc1	-7%	-1%	12%	12%	-2%	-25%	-12%	-8%	1%
O=C(NCCN1CCOCC1)/C(=C\c1ccccc1Cl)NC(=O)c1ccccc1	-6%	-5%	16%	16%	1%	-11%	12%	66%[activator]	-6%
CC(=O)NCC(=O)N1CCCC(C(=O)c2ccc(-c3ccccc3)c(F)c2)C1 (centres undefined)	0%	-7%	17%[57 µM]	19%	14%	-10%	-1%	-5%	2%

2 compounds picked at random from those above:
SMILES	Pin1 inhibitor	PGK inhibitor	HP1b chromo inh	TrxR1 inh	12-LOX inh	JMJD2A Tudor inh	ERG-DNA inh	RGS4 inhibitor	GLS inh
CC1CCC2C(=O)N(c3cccc(C(=O)Nc4ccc(F)cc4)c3)C(=O)C2C1 (centres undefined)	-1%	0%	12%	-11%	-1%	-7%	11%	-1%	16%
Cc1sc2nc(C)n(/N=C/c3ccc(O)cc3)c(=O)c2c1C	4%	0%	25%	4%	0%	-5%	-1%	-12%	/

Other compounds.
SMILES	Pin1 inhibitor	PGK inhibitor	HP1b chromo inh	TrxR1 inh	12-LOX inh	JMJD2A Tudor inh	ERG-DNA inh	RGS4 inhibitor	GLS inh
CC(=O)Nc1ccc2c(c1)C(=O)N(c1ccc(C)cc1)C2=O	4%	-2%	-9%	14%	-4%	-16%[11.4 µM]	-5%	1%[11.4 µM]	-3%
COC(=O)c1ccccc1NC(=O)c1sc(Cl)nc1C	-5%	0%	31%	20%	5%	-4%	-9%	-34%	-3%
Cc1ccc(SCc2ccc(C(=O)NCc3ccncc3)cc2)cc1	0%	/	68%[activator]	32%	-7%[57.4 µM]	-32%	/	-25%	-7%
COc1ccc(CCNC(=O)c2ccc([N+](=O)[O-])cc2Cl)cc1OC	0%	-9%	10%	2%[57.1 µM]	127%[activator]	-14%	-4%	27%	0%
CC(=O)NCCNC(=O)c1ccc(NC2=NC3CS(=O)(=O)CC3S2)cc1 (centres undefined)	1%	-9%	12%	10%	-9%	-7%	3%	-1%	4%
COc1ccc(N2CCN(C(=O)c3cc4c(s3)-c3ccccc3S(=O)(=O)C4)CC2)cc1	0%	-7%	15%	9%	-11%	-29%	9%	-27%	6%
